Screening results as filed in PubChem BioAssay.
hcGAS inh = Primary biochemical luminescence assay for human cyclic GMP-AMP synthase inhibitors; AID 1259398, 2018; recombinant h-cGAS, ATP depletion, Kinase-Glo luminescence; inhibition, % at 12.5 µM; actives 0.081% (n = 290,000); Q8N884;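 note: 0% = vehicle reaction and 100% = reaction without DNA for no activity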
Target sequence (Q8N884 whole entry, looked up): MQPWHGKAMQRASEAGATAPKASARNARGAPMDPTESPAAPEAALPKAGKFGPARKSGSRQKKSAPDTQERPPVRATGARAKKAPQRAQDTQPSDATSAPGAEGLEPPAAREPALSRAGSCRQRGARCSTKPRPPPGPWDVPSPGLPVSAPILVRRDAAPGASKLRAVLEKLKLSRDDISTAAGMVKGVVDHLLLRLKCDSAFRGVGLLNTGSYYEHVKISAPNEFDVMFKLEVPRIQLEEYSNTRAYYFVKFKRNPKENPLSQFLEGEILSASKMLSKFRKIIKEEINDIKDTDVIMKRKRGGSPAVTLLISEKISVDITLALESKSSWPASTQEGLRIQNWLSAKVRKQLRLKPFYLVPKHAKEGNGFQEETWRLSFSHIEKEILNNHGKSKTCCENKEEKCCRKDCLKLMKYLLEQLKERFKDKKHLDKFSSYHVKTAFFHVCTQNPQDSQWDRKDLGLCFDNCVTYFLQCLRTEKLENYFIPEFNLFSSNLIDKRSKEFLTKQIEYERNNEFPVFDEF
NPYLR7 agonist = agonists of mosquito NPYLR7 receptor, primary screen, cell-based, Aedes aegypti, calcium fluorescence, mosquito biting behavior; Aedes aegypti neuropeptide Y-like receptor 7 (NPYLR7); HEK293T NPYLR7/Galpha15, GCaMP6s calcium fluorescence; activation, % at 10 µM; actives 0.15% (n = 270,000); in the data active = activation above about 40%;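 note: 0% = vehicle and 100% = reference agonist at the receptor; some compounds past the cut are filed as inactive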
mcGAS inh = cyclic GMP-AMP synthase inhibitors, mouse, primary biochemical chemiluminescence; inhibition, % at 12.5 µM; recombinant cGAS, Kinase-Glo ATP depletion luminescence; AID 1259399, 2018; Q8C6L5; actives 0.15% (n = 160,000);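 note: 0% = negative control wells and 100% = reference inhibitor with no enzyme activity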
* hit, by the source's call; x = not tested or not shown; & = joins results of further samples. Cut-off read from the data, not from the text of the source, unless noted: active = inhibition above about 40%; inactive = the rest.

SMILES	hcGAS inh	NPYLR7 agonist	mcGAS inh
CCN(CC)c1ccc(/C=C2/SC(=S)N(CC(=O)O)C2=O)cc1	1	42*	0
CCOC(=O)c1nn(Cc2cccc(OC)c2)c2c1CN(C(=O)c1cn3cc(Cl)ccc3n1)CC2	-3	13	-6
CN1C(=CC(=O)C[n+]2ccccc2)C(C)(C)c2ccccc21	2	-1	2
Cc1[nH]ncc1C(=O)N1CCC2(CCCN(CCCc3ccccc3)C2)C1 (stereo unspecified)	-9	8	x
O=C(c1csc(-c2cccs2)n1)N1CC[C@H](CO)[C@@H](O)C1	-4	0	-17
CSc1nc(C)cc(Nc2ccc(O)cc2)n1	-3	-11	x
COc1cccc(Cn2c(=O)c(C(=O)NCCc3ccccn3)nn(-c3ccc(C)c(Cl)c3)c2=O)c1	-5	x	-9
CC1(C(=O)Nc2cnc3ccccc3c2)CCN1Cc1ccoc1 (stereo unspecified)	-3	5	x
CCn1cnc2c(-c3ccccc3)cn(CC(=O)Nc3cccc(Cl)c3C)c2c1=O	-3	3	x
CC1c2ccc(C(=O)O)n2CCN1C(=O)OCc1ccccc1 (stereo unspecified)	2	-3	-3
O=C(Nc1ccccc1C(F)(F)F)N1CCSC1c1cccc(Oc2ccccc2)c1 (stereo unspecified)	-8	1	-5
CNc1cccc(-c2cccc(CO)c2)n1	-17	0	x
Cc1ccc(CN(CCc2ccccc2)C(=O)CN(C(=O)Cc2ccccc2)C2CC2)o1	-5	3	-9
COC1CCC(N(C)S(=O)(=O)c2ccc(C)c(N(C)C)c2)CC1 (stereo unspecified)	-9	-1	x
CC1CN(c2ncnc3sc4c(c23)CCCCC4)CC(C)O1 (stereo unspecified)	-4&-8	-10&16	-4
O=C(NCc1cccnc1Oc1ccccc1F)c1ccc(CO)o1	-3	8	-19
OCCC1CN(CCCc2ccccc2)CCN1C1CCCCC1 (stereo unspecified)	5	-1	-1
Cc1nc(NC2CCN(C3CCSCC3)CC2)c2cnn(C)c2n1	-8	x	-4
CCOC(=O)c1csc(CSc2nnc(-c3ccccc3Cl)n2-c2ccccc2C)n1	3	x	-1
O=C(Nc1ccc2c(c1)CN(C(=O)Nc1ccc3c(c1)OCO3)CC2)c1ccccc1Cl	3	-4	3
CN(Cc1ccccc1)CN1C(=O)NC2(CCCCCC2)C1=O	-9	x	-7
COc1ccc(CCn2c(-c3ccccc3I)nc3ccc(Br)cc3c2=O)cc1	-3	7	-6
Cc1ccc(/C=C2/C(=N)N3N=C(C(F)(F)F)SC3=NC2=O)cc1	2	0	x
CN(C)CCCN(C(=O)c1ccco1)c1nc2ccc(Cl)cc2s1	-5	0	-7
O=C(NC1CCCN(CCc2ccccc2)C1)c1ccccc1N1CCOCC1 (stereo unspecified)	-8	18	x
CS(=O)(=O)CCNC(=O)C1(N2CCCC2)CCCC1	-7	2	x
NS(=O)(=O)c1ccc(C(=O)N2C[C@H]3CC[C@H]2C3)cc1	-7	32	x
CCOC(=O)CNC(=O)N1CCCC(C(=O)c2ccc(-c3ccccc3)cc2)C1 (stereo unspecified)	-8	12	-10
Cc1cn(Cc2nc(-c3ccccc3C)oc2C)cn1	-2	16	x
CCc1cnc(C)nc1N1CCN(CC(=O)Nc2ccccc2)CC1	-6	-4	-17

An excerpt from above with just mcGAS inh and hcGAS inh.
SMILES | mcGAS inh | hcGAS inh
CN(Cc1ccccc1)CN1C(=O)NC2(CCCCCC2)C1=O | -7 | -9
COc1ccc(CCn2c(-c3ccccc3I)nc3ccc(Br)cc3c2=O)cc1 | -6 | -3
Cc1ccc(/C=C2/C(=N)N3N=C(C(F)(F)F)SC3=NC2=O)cc1 | x | 2
CN(C)CCCN(C(=O)c1ccco1)c1nc2ccc(Cl)cc2s1 | -7 | -5
O=C(NC1CCCN(CCc2ccccc2)C1)c1ccccc1N1CCOCC1 (stereo unspecified) | x | -8

Further entries
SMILES	hcGAS inh	NPYLR7 agonist	mcGAS inh
OC(COCc1ccccc1)CN(Cc1cccc(F)c1)CC1CC(c2ccccc2Cl)=NO1 (stereo unspecified)	-2	-5	-4
CC(C)CN(CC(=O)N1CCc2sccc2C1c1ccc(Cl)cc1)C(=O)NC12CC3CC(CC(C3)C1)C2 (stereo unspecified)	-4	22	-4
CC(=O)N1N=C(c2ccccc2)CC1c1ccc2nccnc2c1 (stereo unspecified)	-6	0	-7
CC(NC(=O)CCCS(N)(=O)=O)C1=CCCCC1 (stereo unspecified)	-3	7	x
CCN(Cc1cc(Br)ccc1O)c1ncncc1Br	-7	-8	-14
FC(F)Oc1ccc(CN2CCOc3ccc(CN4CCC(Oc5cccnc5)CC4)cc3C2)cc1	-7	19	-11
CC(=O)N1CCc2c(sc(NC(=O)CSc3ccccc3)c2-c2nc3ccccc3s2)C1	-5	4	-1
CC(O)C(=O)NC(=O)NC1CCCCC1 (stereo unspecified)	-2	0	x
NC(=O)c1c(NC(=O)CSc2nnc(-c3cccs3)o2)sc2c1CCC2	-6	1	x
COc1ccc(/C=C/C(=O)NCCc2nncn2C(C)C)c(OC)c1	4	-4	x
Cc1ccc(OCCn2c(C3CC(=O)N(C(C)(C)C)C3)nc3ccccc32)cc1C (stereo unspecified)	-15	12	-9
NC(=O)NCCCOC(=O)C1CC1c1cccc(Cl)c1Cl (stereo unspecified)	4	4	x
CCOC(=O)Cn1c(=O)c2c(nc3n(-c4cc(C)cc(C)c4)c(C)cn23)n(C)c1=O	13	-3	-3
Cc1cccc(-n2nnc3c(=O)n(CC(N)=O)cnc32)c1	-4	-5	-7
N#CC1(NC(=O)C2CC2c2cccc(F)c2)CCC2(CC1)OCCO2 (stereo unspecified)	0	4	x
COCCCNC(=O)c1ccccc1N1CCC(NC(=O)c2ccc(C(F)(F)F)cc2)CC1	-2	-10	0
COc1ccc(N(C)C(=O)c2ccc(-n3cccc3)nc2)cc1OC	-10	-1	x
S=c1oc(-c2ccc3c(c2)OCO3)nn1CN1CCN(Cc2ccccc2)CC1	1	-2	x
COc1cccc(OC)c1C(=O)Nc1ccc(N2CCC(Cc3ccccc3)CC2)c(C(=O)NCC2CCCO2)c1 (stereo unspecified)	-12	x	-6
CC(Sc1nnc(-c2c[nH]c3ccccc23)n1C1CC1)C(=O)NC(=O)NC(C)(C)C (stereo unspecified)	3	-18	x
COCCCn1cc(C(=O)N2CCN(C(C)=O)CC2)c2nn(-c3ccccc3)c(=O)c-2c1	0	3	0
O=C1NC(=NC2CCCC2)SC1=Cc1ccc2c(c1)OCO2	-4	9	-4
Cc1cn2c(nc3c2c(=O)n(Cc2cccc4ccccc24)c(=O)n3C)[nH]1	-7	0	-9
Cc1nc2c(c(=O)[nH]1)CCN(C(=O)C(O)c1cccc(Cl)c1)C2 (stereo unspecified)	-6	8	-13
Cn1ccnc1C1CCN(C(=O)COCC(F)(F)C(F)F)CC1	-14	x	-7
Cc1ncccc1Oc1ccc2c(-c3cccnc3)noc2n1	-7	-1	-7
CCCCNC(=O)N1CC(C(=O)N2CCN(c3ccccc3F)CC2)CC(c2ccccc2)C1 (stereo unspecified)	-4	6	x
CCc1nc2ccc(C(=O)N3CCN(C)CC3)cn2c1N(C)C(=O)c1cccc(OC)c1	-5	12	-2
CC(C)c1ccc(-n2nnnc2SCC(N)=O)cc1	-7	0	x
CCNC(=O)[C@@H]1C[C@@H](N)CN1Cc1cc(C(C)(C)C)ccc1O	-5	0	x
Cc1cccn2c(=O)nc(SC(C)c3ccccc3)nc12 (stereo unspecified)	-11	2	x
Cc1ccc(Nc2nc(N(C)CCO)nc3c2cnn3-c2ccccc2)cc1	-3	3	-8
CCOC(=O)C1C2C=CC3(CN(C(C)C)C(=O)C13)O2 (stereo unspecified)	-1	3	x
O=C(NCC1CCCOC1c1ccccc1)c1ccc[nH]c1=O (stereo unspecified)	-17	15	x
CCc1noc(C)c1C(=O)Nc1ccc(-n2cnnn2)cc1	-1	0	x
Cc1cc2ccccc2n1CCC(=O)NCCN(C)S(C)(=O)=O	-3	1	-16
C=CCCC(=O)Nc1sc(CCC)cc1C(=O)OCC	-4	2	-6
COc1ccccc1N1CCN(c2nc(C)c3c(n2)CC(C)CC3=O)CC1 (stereo unspecified)	-2	2	-7
COc1cc(-c2cc(C(=O)O)c3[nH]c(-c4ccccc4)nc3n2)cc(OC)c1O	-3	-1	-6
COc1cccc(CN2CC(C(=O)N3CCN(c4cccc(C)n4)CC3)CCC2=O)c1 (stereo unspecified)	-7	-3	-8
CCCC(CNC1CSCCSC1)N(C)C (stereo unspecified)	-11	x	-5
CCOCCCNCC(=O)N(Cc1ccc(F)cc1)Cc1ccco1	-1	-12	x
CCCCCC1CCC(c2ccc(C(=O)Nc3ccc(O)c4c3C(=O)c3c(NC(=O)c5ccc(C6CCC(CCCCC)CC6)cc5)ccc(O)c3C4=O)cc2)CC1 (stereo unspecified)	2	-5	-2
O=C(Cc1cccs1)Nc1c2c(nn1-c1ccccc1)CSC2	-5	-4	-5
COC(=O)C1=C(C)NC(=O)NC1c1ccc(-c2ccccc2Cl)s1 (stereo unspecified)	-13	-3	x

The list goes on; it opens with the four that closed the last part.
SMILES	hcGAS inh	NPYLR7 agonist	mcGAS inh
CCOCCCNCC(=O)N(Cc1ccc(F)cc1)Cc1ccco1	-1	-12	x
CCCCCC1CCC(c2ccc(C(=O)Nc3ccc(O)c4c3C(=O)c3c(NC(=O)c5ccc(C6CCC(CCCCC)CC6)cc5)ccc(O)c3C4=O)cc2)CC1 (stereo unspecified)	2	-5	-2
O=C(Cc1cccs1)Nc1c2c(nn1-c1ccccc1)CSC2	-5	-4	-5
COC(=O)C1=C(C)NC(=O)NC1c1ccc(-c2ccccc2Cl)s1 (stereo unspecified)	-13	-3	x
COc1ccc(CCNS(=O)(=O)c2cccc3ccc(C)nc23)cc1	-8	4	-18
Cc1cc(C)n(-c2ccc(F)cc2CN2CCN(Cc3ccc(C)o3)C(CCO)C2)n1 (stereo unspecified)	-7	3	-10
Cc1ccc2c(c1)N(S(=O)(=O)CC1CCCO1)CCC2 (stereo unspecified)	-13	3	x
CCOC(=O)C1CCN(CC(O)COC23CC4CC(CC(C4)C2)C3)CC1 (stereo unspecified)	0	-5	-1
CCc1cc(Oc2ccc([N+](=O)[O-])cc2)nc(SCc2ccc(F)c(F)c2)n1	-7	1	-5
COc1ccc(C2=CC(c3ccccc3)c3ccccc3O2)cc1OC (stereo unspecified)	0	2	-5
CNC(=O)c1ccc(-c2ccccn2)s1	-2	1	-3
CC1CCc2nc(NC(=O)CSC(=S)N3CCCCC3C)sc2C1 (stereo unspecified)	-6	-4	x
CCc1c(C)c(C(=O)NCCc2ccc(OC)c(OC)c2)n(Cc2cccc(C)c2)c1C	-5	-2	-6
COc1ccc(/C=C2\C=C(c3ccccc3)N(c3ccccc3Br)C2=O)cc1	-10	7	-2
N#Cc1c(N)nc(SCC(=O)c2cc3ccccc3oc2=O)c(C#N)c1-c1ccc(O)cc1	-5	-3	x
Cc1nc(C(C)C)cc(N(C)CCc2ccncc2)n1	-6	-3	-10
NS(=O)(=O)c1ccc(CCNC(=O)c2cccnc2Nc2cc(Cl)cc(Cl)c2)cc1	-5	-7	x
CCN(CC)C(=O)NC[C@@H]1C[C@H](F)CN1C(=O)N1CCN(C)CC1	-12	x	-6
CCc1c(C)nn(-c2ccc(C(=O)Nc3ccccc3OC)cc2)c1C	-5	-1	-3
O=C(NCCc1csc2nc(-c3ccc(Cl)cc3)nn12)c1ccccc1	-6	4	-8
Cc1c(C(=O)NCC2COC(C)(C)O2)cnc2c(-c3cccc(Cl)c3)cnn12 (stereo unspecified)	-1	15	-6
CCOC(=O)c1cc(-c2ccccc2)sc1NC(=O)c1cc(Cl)cc(Cl)c1	-6	4	-6
COC(=O)c1ccc(NC(=O)c2cc3ccccc3oc2=O)cc1	0	-1	-1
O=C(NCc1ccncc1)c1ccc(CSc2nnc(Cc3ccccc3)n2-c2ccccc2F)cc1	-9	18	-5
CC(C)(C)c1cc(N2CCCC2)nc(SCc2ccc(C(=O)NCCc3ccccn3)cc2)n1	-4	7	-4
CNc1ccc([N+](=O)[O-])cc1C(=O)Nc1ccc(F)cc1	-9	12	x
COc1cc(-c2nc3ccccn3c2NC2CCCCC2)ccc1OC(=O)c1ccccc1F	-5	1	-8
C=CCNC(=O)NC(=O)CN1CCSCC1c1ccccc1 (stereo unspecified)	0	8	x
O=C1CCCN2N=C(SCC(=O)N3CCOCC3)SC2=N1	-5	5	x
COc1ccc(C(=O)N2CCSC23CCN(C(=O)Nc2cccc(OC)c2)CC3)cc1	10	4	-5
CCN1CCCn2c1nc1c2c(=O)[nH]c(=O)n1C	-8	x	-9
CCC(C)c1ccccc1OCC(=O)N1CCC(N2CCCC2)CC1 (stereo unspecified)	-10	-1	-11
COc1cccc2ccc(CN(C)Cc3cccc4ncccc34)nc12	-4	16	x
CN(CCC1CCOCC1)c1nc2nonc2nc1N1CCCC1	-6	4	x
COc1ccc(-c2nc3cc(C)ccn3c2NC(=O)/C=C/c2ccccc2)cc1OC	-6	-3	-6
COc1ccccc1C(=O)N(Cc1c(-c2cccc(C)c2)noc1N1CCOCC1)CC1CCCO1 (stereo unspecified)	-3	4	-2
O=C1OC2(CCCCC2)OC(=O)C1=CNc1ccccc1Cl	-9	41	x
